Screens: PubChem, ICCB-Longwood Screening Facility, Harvard Medical School
Polio RdRp inh – inhibitors of poliovirus RNA polymerase binding and polymerization; P03300; poliovirus polymerase elongation, fluorescence polarization; stronger effect = lower value; % elongation, % (compound at 16.7 µg/mL); 150,000 compounds, 0.66% hits; in the data active means % elongation below about 90%; further: some results filed as inactive read as strong as hits
Target sequence (P03300 1749-2209 limits assumed): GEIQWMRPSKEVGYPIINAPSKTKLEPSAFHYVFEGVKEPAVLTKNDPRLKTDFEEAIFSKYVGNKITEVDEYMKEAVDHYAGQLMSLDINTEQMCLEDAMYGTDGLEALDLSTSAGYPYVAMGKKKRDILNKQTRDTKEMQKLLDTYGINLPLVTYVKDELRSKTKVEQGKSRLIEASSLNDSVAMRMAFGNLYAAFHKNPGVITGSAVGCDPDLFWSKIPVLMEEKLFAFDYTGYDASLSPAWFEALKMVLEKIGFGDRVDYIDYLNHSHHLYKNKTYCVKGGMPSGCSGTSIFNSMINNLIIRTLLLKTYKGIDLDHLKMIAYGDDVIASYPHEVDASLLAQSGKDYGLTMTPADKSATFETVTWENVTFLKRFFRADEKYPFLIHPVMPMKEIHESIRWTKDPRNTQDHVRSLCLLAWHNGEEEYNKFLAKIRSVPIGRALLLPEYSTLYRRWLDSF
Polio RdRp inh FP z-score – recorded beside Polio RdRp inh, whose call it bears; z-score; measured here: FP z-score; hits read low
Starred values were filed as active, the others as inactive. Only part of the results is shown, so the mix of outcomes need not match the whole.

SMILES	Polio RdRp inh	Polio RdRp inh FP z-score
NS(=O)(=O)c1ccc(CCNC(=O)CSc2ccc3c(c2)OCCO3)cc1	175.0	8.3
Oc1ccccc1-c1cc(-c2ccccc2O)nc(-c2ccccc2)n1	110.0	0.7
CC(C)(C)C(=O)Nc1cc(C(F)(F)F)ccc1-n1ccnc1	102.0	0.1
CC(C)CCC1(C)NC(=O)N(CC(=O)c2ccc[nH]2)C1=O (stereo unspecified)	136.0	4.5
Cc1sc(-n2cccc2)c(C(=O)O)c1C	104.0	0.1
CS(=O)(=O)N(CCC(=O)O)Cc1ccccc1	100.0	-0.5
CC(C)(C)c1cc(C(=O)NCc2ccco2)ccn1	102.0	1
Cc1ccc(NC(=O)C2(c3ccccc3)CCCC2)nc1	103.0	-0.1
Nn1cnc2ccccc2c1=O	104.0	0.2
O=C(Nc1sc2c(c1C(=O)N1CCCCC1)CCCC2)c1ccco1	104.0	0.8
CN1C(=O)C2ON(c3ccccc3)C(c3ccccc3)C2C1=O (stereo unspecified)	104.0	0.5
CC(C)Sc1n[nH]c(=S)n1C	109.0	0.5
CN(C)c1ccc(-c2nc3ccccc3s2)cc1	102.0	0.1
CC(C)Cn1c(C23CC4CC(CC(C4)C2)C3)n[nH]c1=S	99.0	-0.7
CN(CC(=O)N1CCc2ccccc21)S(=O)(=O)c1ccc2[nH]c3c(c2c1)CCCC3	101.0	-0.4
Cc1cc(F)ccc1NC(=O)CCS(=O)(=O)c1cc2c3c(c1)CCN3C(=O)CC2	108.0	0.1
O=C(NCCc1c[nH]c2ccc(Cl)cc12)C1CCCO1 (stereo unspecified)	101.0	-0.2
CNC(=O)CSCc1ccc(Br)cc1	98.0	-0.6
COc1ccc(NC(=O)CN2CCCN(Cc3ccccc3)S2(=O)=O)cc1	104.0	-0.3
CSc1ccc(CN2CCN(C(=O)COc3cccc(C)c3)CC2)cc1	102.0	-0.8
OCC(CO)(CO)NC(=S)Nc1cc(Cl)cc(Cl)c1	105.0	0.3
CC(Nc1oc(-c2ccc(COc3ccccc3)o2)nc1C#N)c1ccccc1 (stereo unspecified)	110.0	0.6
Cc1cc(CNC(=O)c2cc(C)n(C)n2)c(C(F)(F)F)o1	98.0	-0.6
CC(C)(C)c1ccc(C(=O)Nc2ccc3nc(SCC(=O)N4CCCC4)sc3c2)cc1	110.0	0.7
CCOc1ccc(CC(=O)NCc2cn3ccc(C)cc3n2)cc1	102.0	-0.2

(continued)
SMILES	Polio RdRp inh	Polio RdRp inh FP z-score
COc1ccc(C(=O)Nc2ccc(-c3nnc4n3CCCCC4)cc2)cc1	98.0	-1.7
Nc1nc(CSC(=S)N2CCCCC2)nc(Nc2ccccc2)n1	102.0	0.2
CC1OC23CCCCC2C(C#N)(C#N)C1(C#N)C(=N)O3 (stereo unspecified)	102.0	1
COC(=O)c1ccn(-c2nc(-c3ccc(Cl)cc3)cc(C(F)(F)F)n2)n1	105.0	-0.1
CCN(C(=O)Cc1ccc(NC2=NC3CS(=O)(=O)CC3S2)cc1)c1ccccc1 (stereo unspecified)	101.0	0.4
CCCCc1ccc(NC(=O)c2ccc3c(c2)CCN3S(=O)(=O)c2ccccc2)cc1	105.0	-0.2
CCn1c(CNC(=O)c2ccco2)nnc1SCC(=O)c1ccccc1	101.0	-0.2
COc1ccccc1OC(=O)NC(=O)C(F)(F)F	111.0	0.6
Cc1ccc(N2C(=O)C(CC(=O)Nc3ccc(Cl)cc3)N(CCN3CCN(C)CC3)C2=S)cc1 (stereo unspecified)	100.0	0.1
Nc1nc(SCC(=O)N2N=C(c3ccco3)CC2c2cccs2)n[nH]1 (stereo unspecified)	103.0	0.4
COc1cccc(CN2CCc3nc(N4CCN(C)CC4)ncc3C2)c1	107.0	0.2
COC(=O)c1ccccc1NC(=O)Cn1c(C)ccc1C	100.0	0.1
CC1CC1C(=O)NC1CCCCC1C(C)(C)C (stereo unspecified)	100.0	-1.2
O=C(CSc1nnc(NC2CCCCC2)s1)OCc1nnc(-c2ccccc2)o1	102.0	-0.1
C=CCN(CC=C)S(=O)(=O)c1ccc(OC)cc1	100.0	0
Cn1nnnc1SCCCNCc1ccc(-c2ccc(Br)cc2)o1	98.0	-2
O=C(CN1CCC(O)(c2ccccc2)CC1)NC1CCCCC1	105.0	1.8
COc1cccc(N2CCN(c3ncnc4c3nc3n4CCCCC3)CC2)c1	102.0	-0.8
COc1cc(NC(=O)c2oc3c(c2C)-c2nn(Cc4cccc(Cl)c4)cc2CC3)cc(OC)c1	100.0	-1.1
Cc1cc(=O)[nH]c2nnc(SCc3ccc(Cl)cc3Cl)n12	105.0	-0.4
Cc1cc(C(=O)CSc2nnc(SCC(=O)c3cc(C)n(CC4CCCO4)c3C)s2)c(C)n1CC1CCCO1 (stereo unspecified)	105.0	0.2
C(=N\c1nc2ccccc2n1CCN1CCCCC1)/c1ccc2c(c1)OCO2	104.0	0.7
CSCCC(=O)N1CCN(c2ncccn2)CC1	102.0	0.2
COc1cccc(N2CCN(C(=O)Cn3ncc4c5ccccc5n(C)c4c3=O)CC2)c1	106.0	-0.3
CCCn1c(CCC(=O)O)ccc1-c1ccccc1	102.0	0.3

One compound at a time, from the list above. Order of screens: Polio RdRp inh, Polio RdRp inh FP z-score
O=C(CN1CCC(O)(c2ccccc2)CC1)NC1CCCCC1 reads 105.0, 1.8
COC(=O)c1ccccc1NC(=O)Cn1c(C)ccc1C reads 100.0, 0.1
O=C(CSc1nnc(NC2CCCCC2)s1)OCc1nnc(-c2ccccc2)o1 reads 102.0, -0.1
COC(=O)c1ccn(-c2nc(-c3ccc(Cl)cc3)cc(C(F)(F)F)n2)n1 reads 105.0, -0.1

(next part)
SMILES	Polio RdRp inh	Polio RdRp inh FP z-score
O=C(NCCCc1ccccc1)c1cccs1	105.0	0.8
CN(C)Cn1c(=S)oc2cc(S(=O)(=O)Nc3ccccc3Cl)ccc21	101.0	-0.1
CCCCCNc1nc2c(-c3ccccc3)nnn2c2ccccc12	102.0	-0.6
CN1C(=O)C(C)(C)c2cc(S(=O)(=O)N(C)CC(=O)NCc3ccccc3)ccc21	101.0	-0.1
COc1cc(C(=O)N2CCN(c3ccc(Nc4ccc(C)cc4)nn3)CC2)cc(OC)c1OC	105.0	-0.4
O=C(CSCc1ccccc1)NCc1ccc2c(c1)OCO2	106.0	0.4
C=CCNC(=O)c1c(N)n(-c2cccc(S(N)(=O)=O)c2)c2nc3ccccc3nc12	99.0	-0.3
CCN(CC)c1ccc(NC(=O)CNCC2CCCCC2)c(C)c1	105.0	1
CC1CC(C)CN(C(=O)CNC(=O)Cn2cnc3ccccc3c2=O)C1 (stereo unspecified)	100.0	0
Cn1nnnc1SCCCNCc1cccc(OCc2ccc(Cl)cc2)c1	108.0	0.3
CCOc1cc(C(=O)Nc2ccc(-c3nc4ccccc4s3)cc2Cl)cc(OCC)c1OCC	110.0	0.9
CCOC(=O)c1cc(-c2ccc(S(=O)(=O)N(Cc3cccs3)C3CCCCC3)s2)on1	102.0	0.7
CNc1nc(-c2ccc(O)cc2O)cs1	104.0	0.2
CC(C)Cn1c(SCC(=O)NCC(F)(F)F)nc2ccccc21	101.0	-0.2
COc1cccc(NC(=O)Cn2c(=O)n(Cc3ccc4c(c3)OCO4)c(=O)c3oc4ccccc4c32)c1	110.0	0.6
COc1cc(NC(=O)[C@@H](NC(=O)c2cc(OC)cc(OC)c2)C(C)C)cc(OC)c1	106.0	0.4
Cc1ccc(OC(C)C(=O)N2CCN(CCc3ccccn3)CC2)cc1C (stereo unspecified)	108.0	0.1
CC(=O)Oc1ccc(C(=O)O)cc1OC(C)=O	98.0	-0.2
O=C(NC1CCCc2ccccc21)c1cc2ccccc2o1 (stereo unspecified)	103.0	0.2
COC(=O)c1ccc(COC(=O)c2oc3ccc(OC)cc3c2C)o1	103.0	-0.1
CCCCOc1ccc(C2=NC(c3ccccc3)=Nc3ccc(OC)cc3N2)cc1	106.0	-0.5
O=C(Nc1cnc2sccn2c1=O)c1ccccc1	100.0	-0.3
COc1ccc(NC(=O)c2c(NCc3ccc(C)o3)sc3c2CCC(C)C3)c(OC)c1 (stereo unspecified)	106.0	0.1
CC(C)CNS(=O)(=O)c1ccc(N2CCCCS2(=O)=O)cc1	109.0	0.5
CNCc1cc2ccccc2o1	102.0	0.2

An excerpt of these results, bar-delimited:
SMILES | Polio RdRp inh | Polio RdRp inh FP z-score
CCOC(=O)c1cc(-c2ccc(S(=O)(=O)N(Cc3cccs3)C3CCCCC3)s2)on1 | 102.0 | 0.7
COc1cccc(NC(=O)Cn2c(=O)n(Cc3ccc4c(c3)OCO4)c(=O)c3oc4ccccc4c32)c1 | 110.0 | 0.6
CCCCOc1ccc(C2=NC(c3ccccc3)=Nc3ccc(OC)cc3N2)cc1 | 106.0 | -0.5

(list continues)
SMILES	Polio RdRp inh	Polio RdRp inh FP z-score
COc1nnc(-c2ccccc2)c2ccccc12	103.0	0.7
O=C(NCCCn1ccnc1)c1cc(-c2cccs2)on1	101.0	0
FC(F)(F)c1cc(-c2ccccc2)nc2ncnn12	101.0	0.1
O=C(O)c1cc(-c2ccccc2Cl)on1	104.0	0
CCc1ccc(-n2nc(C)c3c(C)cc(=O)n(CC(=O)N4CCCc5ccccc54)c32)cc1	99.0	-0.6
CCN(Cc1cn2cccnc2n1)C1CCCCC1	107.0	0.5
COC(=O)CN1C(=S)N(c2ccccc2)C(=O)C1CC(=O)Nc1ccc(F)cc1 (stereo unspecified)	103.0	0.4
Cc1ccc(S(=O)(=O)c2nc(S(=O)(=O)c3ccccc3)sc2NCCCOC(C)C)cc1	108.0	0.4
CC(=O)N1c2ccc(S(=O)(=O)NC(C(=O)Nc3nccs3)C(C)C)cc2CC1C (stereo unspecified)	104.0	1.1
O=S(=O)(c1ccccc1)c1cccc(S(=O)(=O)N2CCCC2)c1	101.0	0
CCc1ccc(-n2nc(C)c3c(C(=O)Nc4ccc(Cl)cc4)cc(C)nc32)cc1	103.0	-1.1
CC1CCN(C(=O)CCNC(=O)c2ccccc2)CC1	104.0	0.2
CCCCN(CC)CCCNC(=O)c1cn(CC(C)C)c(=O)c2c1c1ccccc1n2C	105.0	-0.2
Cn1nccc1NS(=O)(=O)c1ccc(NS(=O)(=O)c2ccc(Cl)cc2)cc1	104.0	0.1
CNS(=O)(=O)c1cn(CC(=O)Nc2ccc(C)c(N(C)C)c2)cc1S(=O)(=O)NC	104.0	-0.3
COc1ccccc1N1CCN(S(=O)(=O)c2c(C)sc3ncn(CC(=O)Nc4ccc(C(C)C)cc4)c(=O)c23)CC1	102.0	-0.3
Cc1ccc(OCc2ccc(Cl)cc2)c(C(C)(C)C)c1	102.0	0
CCn1nnc2c(N3CCN(c4ccc(OC)cc4)CC3)ncnc21	104.0	0.2
COc1cc2nc(CC(C)C)n(N)c(=O)c2cc1OC	104.0	0.7
COc1ccc(-c2nc3sc(CCNC(=O)C(=O)Nc4ccc(C)c(C)c4)c(C)n3n2)cc1	101.0	-1.4
C1CCC(Nc2nnnn2C2CCCCC2)CC1	105.0	0.9
O=C(O)CSc1c2c(nc3cc(C(=O)NCCN4CCOCC4)ccc13)CCC2	102.0	0.7
c1ccc(Nc2cccc3nccnc23)cc1	103.0	0.5
O=C(c1ccc2c(c1)N(Cc1cccc(F)c1)C(=O)c1ccccc1S2)N1CCCC1	110.0	0.7
Cc1cccc(N2CCN(C(=O)c3nn(C)c4c3CSc3ccccc3-4)CC2C)c1 (stereo unspecified)	113.0	0.3

(list continues)
SMILES	Polio RdRp inh	Polio RdRp inh FP z-score
Cc1cc(NC(=O)C(Cc2ccccc2)NS(=O)(=O)c2cccc3cccnc23)no1 (stereo unspecified)	102.0	0.7
Cc1ccc(C(CC(=O)N2CCCCC2)N2Cc3ccccc3C2=O)cc1 (stereo unspecified)	103.0	0.5
Cc1ccc(NC(=O)c2cc(=O)[nH]c(=O)[nH]2)cc1	103.0	0.3
COc1ccc(OC)c(C(=O)CSC#N)c1	103.0	1.3
O=C(O)CCC(=O)Nc1ccc(COc2ccccc2)cc1	99.0	-1
O=C(O)c1cnn2c(C(F)(F)F)cc(-c3ccc(F)cc3)nc12	101.0	0.3
COC(=O)Cc1cc(=O)[nH]c(/N=C(\N)Nc2ccccc2)n1	100.0	-0.3
CN1CCc2nc3sc(C(=O)Nc4ccccc4OC(F)(F)F)c(N)c3cc2C1	118.0	2.4
O=C1NC(c2ccc(Cl)cc2)=CC(c2ccc(Cl)cc2)N1 (stereo unspecified)	110.0	0.9
Cc1cc2c(n1-c1ccc(C(=O)NCCN(C)C)cc1)CCCC2	103.0	0.6
Oc1c(C(Nc2ccccn2)c2cccnc2)ccc2cccnc12 (stereo unspecified)	119.0	2.3
COc1ccc(Cl)cc1NC(=O)CCCS(=O)(=O)c1nc(-c2ccc(OC)c(OC)c2)cc(C(F)(F)F)n1	103.0	-0.1
COc1ccccc1N/C=C/C(=O)c1ccccc1	100.0	0
CCOC(=O)CN1c2ccccc2NC1C(C#N)c1ccc(OC)cc1 (stereo unspecified)	101.0	0
Cc1cccc(NC(=O)c2cccc(C)c2)c1	101.0	0.2
COC(=O)c1c(N2C(=O)CCC2=O)sc2c1CCCC2	101.0	-0.9
CCCc1nnc(NC(=O)C(CC)Sc2nnc3c4ccccc4n(C)c3n2)s1 (stereo unspecified)	106.0	0.6
C=CCN(CC=C)C(=O)C1CCN(S(=O)(=O)c2ccc(-n3cnnn3)cc2)CC1	104.0	0.9
CCSc1nc2sc3c(c2c(=O)n1CC1CCCO1)CCC3 (stereo unspecified)	102.0	-0.1
CC(=O)Oc1ccc(C(O)(C(F)(F)F)C(F)(F)F)cc1	108.0	0.3
COC(=O)c1scc(S(C)(=O)=O)c1N=CN(C)C	106.0	0.2
O=C(/C=C/c1ccc(Cl)cc1Cl)Nc1cccc2cnccc12	99.0	-1.4
COc1ccccc1C(=O)Nc1ccc2c(c1)nc(CN1CCCCC1)n2C	104.0	0
NC(=NCCC[C@H](N)C(=O)O)N[N+](=O)[O-]	101.0	0.2
O=C1/C(=C/c2c(NCC3CCCO3)nc3ccccn3c2=O)SC(=S)N1C1CCCCC1 (stereo unspecified)	114.0	2.5
Cc1ccc(C)c(NC(=O)c2cc(S(=O)(=O)NCCc3ccccc3)ccc2F)c1	106.0	-0.4

In the list so far, these have bromine:
SMILES	Polio RdRp inh	Polio RdRp inh FP z-score
CNC(=O)CSCc1ccc(Br)cc1	98.0	-0.6
Cn1nnnc1SCCCNCc1ccc(-c2ccc(Br)cc2)o1	98.0	-2
